HP1b binding inh: HP1-beta chromodomain-methylated histone interaction inhibition; P83916; AlphaScreen HP1-beta / biotin-H3K9me3 peptide binding; Potency, µM (highest dose often 114 µM), without a hit: top-dose activity change, negative = inhibition, actives largely listed as inhibitors; 390,000 tested, 0.56% active; AID 540317; note: potency is the fitted concentration of half-maximal effect; nearly all actives have a fitted effect of over 70% in size; inactives centre near 23
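Compound inhibition of the preformed complex between 50 nM HP1-beta and 50 nM biotinylated H3K9me3 peptide was read by AlphaScreen. Buffer was PBS pH 7.4 with 0.01% Tween-20. Incubations ran 30 min at room temperature, with 10 ug/mL donor/acceptor beads.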
G9a inh: inhibitors of human histone lysine methyltransferase G9a. Q96KQ7. G9a H3K9 monomethylation, AlphaScreen, 2 h. Potency, µM (highest dose often 102 µM), for the others: top-dose activity, negative = inhibition, actives largely listed as inhibitors. 350,000 tested, 8.8% active; note: potency is the fitted concentration of half-maximal effect; % is set by controls: 0 for no effect and ±100 for the full control effect; nearly all actives have a fitted effect of over 75% in size
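Readings reflect AlphaScreen signal from monomethyl-H3K9 antibody detection. HMT at 20 nM; substrate b-H3K9 500 nM; cofactor SAM 20 uM; 2 h RT reaction; compounds tested as titrations in qHTS with 15 min preincubation.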
JMJD2A Tudor inh: JMJD2A Tudor domain (human) inhibition; O75164; AlphaScreen JMJD2A-Tudor / H3K4me3 peptide binding; Potency, µM (series often up to 114 µM), for inactives: at the top dose activity change, negative = inhibition, most hits filed as inhibitors; 390,000 tested, 4.4% active; note: potency is the fitted concentration of half-maximal effect; % is set by controls: 0 for no effect and ±100 for the full control effect; nearly all actives have a fitted effect of over 50% in size
Target sequence (O75164 whole entry, looked up, the tested form may be a part): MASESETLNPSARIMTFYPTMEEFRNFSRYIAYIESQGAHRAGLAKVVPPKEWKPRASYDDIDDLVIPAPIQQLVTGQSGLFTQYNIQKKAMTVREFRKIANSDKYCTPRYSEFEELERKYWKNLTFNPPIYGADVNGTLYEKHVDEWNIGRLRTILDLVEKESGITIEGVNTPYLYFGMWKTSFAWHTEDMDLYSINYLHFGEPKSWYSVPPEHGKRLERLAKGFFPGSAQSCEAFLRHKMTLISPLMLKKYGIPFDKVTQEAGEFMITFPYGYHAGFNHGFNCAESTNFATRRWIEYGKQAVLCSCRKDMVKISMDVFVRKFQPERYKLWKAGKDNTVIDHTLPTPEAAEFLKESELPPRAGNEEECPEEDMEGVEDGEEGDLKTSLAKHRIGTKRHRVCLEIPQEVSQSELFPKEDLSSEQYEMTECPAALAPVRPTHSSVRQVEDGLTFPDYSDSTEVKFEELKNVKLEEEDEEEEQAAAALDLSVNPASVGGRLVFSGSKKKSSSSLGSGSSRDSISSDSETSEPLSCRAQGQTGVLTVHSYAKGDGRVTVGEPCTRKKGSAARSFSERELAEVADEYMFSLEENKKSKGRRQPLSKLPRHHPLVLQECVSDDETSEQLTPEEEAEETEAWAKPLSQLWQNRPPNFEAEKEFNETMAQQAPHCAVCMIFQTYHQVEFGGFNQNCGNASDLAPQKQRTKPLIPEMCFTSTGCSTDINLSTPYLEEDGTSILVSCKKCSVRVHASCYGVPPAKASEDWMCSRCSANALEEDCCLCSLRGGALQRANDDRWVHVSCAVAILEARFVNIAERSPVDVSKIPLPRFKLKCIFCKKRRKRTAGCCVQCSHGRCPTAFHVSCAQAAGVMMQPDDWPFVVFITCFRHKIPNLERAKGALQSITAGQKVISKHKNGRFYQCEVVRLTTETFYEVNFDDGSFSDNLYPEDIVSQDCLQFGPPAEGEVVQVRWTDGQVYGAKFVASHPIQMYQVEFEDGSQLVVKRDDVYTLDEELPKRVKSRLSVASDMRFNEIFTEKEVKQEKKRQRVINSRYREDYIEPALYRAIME
BAZ2B inh: blocks human BAZ2B | Q9UIF8 | AlphaScreen BAZ2B-H3K14Ac peptide displacement | Potency, µM (titrated, usually from 114 µM), for the others: at the top dose activity change, negative = inhibition, most hits filed as inhibitors | 360,000 tested, 4.4% active | AID 504333; note: potency is the fitted concentration of half-maximal effect; % is set by controls: 0 for no effect and ±100 for the full control effect; nearly all actives have a fitted effect of over 60% in size
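BAZ2B (50 nM) with biotin-H3(5-23)K14Ac peptide (50 nM) in PBS pH 7.4, 0.01% Tween-20, preformed 30 min, then compound 30 min at room temperature; top concentration 110uM. AlphaScreen streptavidin donor/nickel chelate acceptor beads (10 ug/mL final), 20 min dark, signal read.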
PI4K2A block: inhibitors of human PI4K2A. purified PI4K2A, ADP-Glo luminescence, 1 h; hits give low values. AID 1346378. 420,000 tested, 0.13% active. activity change, negative = inhibition, % at 76.9 µM. Q9BTU6; in the data active = activity change below about -50%; inconclusive = mostly about -30% to -49%;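 note: -100% = wells without enzyme as full effect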
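ADP-Glo luminescence measured ADP generated by PI4K2A enzyme (4 ug/mL before mixing) with 1.2 mM PI substrate (pre-mix) and 300 microM ATP (pre-mix). Tris pH7.5 buffer with MgCl2, Triton X-100; 1 h reaction at ambient temperature.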
Tb PGK inh: T. brucei PGK inhibition | PGK/GAPDH coupled, Kinase-Glo luminescence, 60 min | Potency, µM (titrated, usually from 57.5 µM), inactives show at the highest dose activity change, negative = inhibition, hits mostly inhibitors | 380,000 tested, 0.043% active | AID 602233; note: potency is the fitted concentration of half-maximal effect; % is set by controls: 0 for no effect and ±100 for the full control effect; nearly all actives have a fitted effect of over 60% in size
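Luminescent ATP detection (Kinase-Glo Plus) follows a 60-minute room-temperature incubation, with wells lacking PGK as controls. Buffer: 100 mM TEA (pH 7.6), 5 mM MgCl2, 0.01% Tween-20. Coupling enzyme GAPDH (100 nM final) supplies unstable 1,3-BPG in-well.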
Pin1 inh: blocks the human prolyl isomerase Pin1; Potency, µM (doses to about 115 µM), for the others: at the highest dose activity, negative = inhibition, most hits filed as inhibitors; Pin1 FP peptide displacement, HiFluor488, 10 min; Q13526; 390,000 tested, 0.009% active; active = well fitted inhibition curve with a large enough effect in the polarisation, with a control signal flat, not every such curve was filed as active; inconclusive = small, poorly fitted or top-dose-only effect, or effect the other way, or a change in a side signal; inactive = no such curve, though single readings can be large or run the other way; the % refers to the polarisation; note: potency is the fitted concentration of half-maximal effect; % is set by controls: 0 for no effect and ±100 for the full control effect
GLS inh: glutaminase GLS (human) inhibition. AID 624170. 410,000 tested, 0.21% active. Potency, µM (top dose mostly 45.5 µM), without a hit: top-dose activity change, negative = inhibition, most hits filed as inhibitors. GLS enzymatic activity, qHTS titration. O94925; note: potency is the fitted concentration of half-maximal effect; % is set by controls: 0 for no effect and ±100 for the full control effect
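Coupled fluorescence readout: glutamate oxidase/HRP/Amplex Red detect glutamate formed by hKGA from L-glutamine (1 mM solution added). Buffer 45 mM KH2PO4 pH 8.2, 0.02% Tween-20; reads at t0 and 30 min RT.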
ERG-DNA inh: blocks human ERG Ets domain binding to DNA; P11308; fluorescence polarization, His-ERG Ets domain / labelled DNA; Potency, µM (doses to about 76.9 µM), for inactives: top-dose FP activity, negative = inhibition, most hits filed as inhibitors; 370,000 tested, 0.028% active; active = well fitted inhibition curve with a large enough effect in the polarisation, with a control signal flat; inconclusive = small, poorly fitted or top-dose-only effect, or effect the other way, or a change in a side signal; inactive = no such curve, though single readings can be large or run the other way; the % refers to the polarisation;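 note: polarization taken with two DNA probes labelled with fluorescein and Texas red; potency is the fitted concentration of half-maximal effect; % of control where 0% means no effect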
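His-tagged ERG Ets domain (1 uM in the protein solution; 300mM KCl, 50mM Tris-HCl, 1mM EDTA, 1mM DTT, pH 7.5) received compound, then a probe mix of 5 nM fluorescein-DNA and 100nM Texas-615-DNA. Fluorescence polarization was read for both dyes.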
* marks the source's active call; other numbers are inactive results; i = inactive; ? = inconclusive; . = no result given; [ ] = another dose, or the depositor's remark. Unless noted, calls come from the whole dose curve; as a rule, active = well fitted curve in the direction sought with a large enough effect; inconclusive = small, poorly fitted or top-dose-only effect, or another doubt; inactive = no such curve, though single readings can be large; an effect the other way counts as inactive or inconclusive.

1. Nc1c(C(=O)Nc2ccc(S(=O)(=O)N3CCCC3)cc2)sc2nc3ccc(OC(F)(F)F)cc3cc12
2. CCCC(C(=O)Nc1ccc(S(=O)(=O)Nc2nccs2)cc1)c1ccccc1 (stereo unspecified)
3. Cc1ccc2nc(SCC(=O)c3ccc4c(c3)OCO4)[nH]c2c1
4. O=c1cc(CN2CCN(S(=O)(=O)c3ccccc3)CC2)nc2sccn12
5. Nc1cc(=O)n(Cc2ccccc2)c(=O)n1Cc1ccccc1
6. Oc1ccccc1OCc1nc2ccccc2s1
7. COc1ccc(Cn2cccc(NC(=O)Nc3ccc(F)cc3)c2=O)cc1
8. O=C1CC(c2ccccc2)CN1S(=O)(=O)c1ccccc1 (stereo unspecified)
assay / compound	1	2	3	4	5	6	7	8
HP1b binding inh	2%	5%	15%	44%[activator]	4%	17%	46%[activator]	47%[activator]
G9a inh	?	?	?	-10%[59 µM]	.	?	-4%	12%
JMJD2A Tudor inh	-30%	-23%	-33%	-6%	-20%	-6%	-29%	-12%
BAZ2B inh	-22%	-34%	-29%	-21%	.	-4%	-36%	-5%
PI4K2A block	2	-4	-3	-1	5	0	1	0
Tb PGK inh	-13%	-9%	1%	11%	-4%	-9%	5%	-3%
Pin1 inh	?	9%	-1%	-11%	1%	3%	9%	-2%
GLS inh	4%	0%	-1%	-6%	10%	11%	-2%	0%
ERG-DNA inh	6%	-6%	.	-1%	4%	-5%	-7%	1%

9. O=C(C1=C(O)C(=O)N(CCCN2CCOCC2)C1c1ccccn1)c1cc2ccccc2o1 (stereo unspecified)
10. O=C(Cn1cnc2c(nnn2Cc2ccc(F)cc2)c1=O)Nc1cccc(F)c1
11. O=C(COc1cccc2c1CCN(Cc1ccccc1F)C2=O)N1CCCCC1
12. CCN(CCCNC(=O)CCn1c(=O)[nH]c2ccsc2c1=O)c1ccccc1
13. CCOC(=O)c1c(S(=O)(=O)NCC(=O)Nc2cccc(C)c2)c(C)n(C)c1C
14. Cc1cc(=O)oc2cc(OCC(=O)NCCCN3CCOCC3)c(Cl)cc12
15. Cc1ccc(NS(=O)(=O)c2ccc3nc(-c4ccccc4)[nH]c3c2)c(Cl)c1
16. CC(CCc1ccccc1)NC(=O)c1cc2sccc2n1C (stereo unspecified)
assay / compound	9	10	11	12	13	14	15	16
HP1b binding inh	29%	20%	22%	-15%	19%	-5%	41%[activator]	-12%
G9a inh	40µM*	-16%	-31%	?	-37%	3%[59 µM]	5%[59 µM]	?
JMJD2A Tudor inh	-25%	-13%	6%	-27%	-14%	-17%	1%	-32%
BAZ2B inh	?	-19%	-13%	-26%	-15%	-4%	2%	-35%
PI4K2A block	2	2	5	-8	1	6	6	0
Tb PGK inh	-9%	-4%	i	-12%	-5%	9%	-3%	1%
Pin1 inh	-9%	5%	2%	-7%	-2%	-16%	18%	-6%
GLS inh	0%	-1%	0%	2%	0%	-7%	-5%	?
ERG-DNA inh	6%	12%	2%	0%	-12%	-4%	1%	-4%

Reprinted from the part before: four entries, then new ones.
13. CCOC(=O)c1c(S(=O)(=O)NCC(=O)Nc2cccc(C)c2)c(C)n(C)c1C
14. Cc1cc(=O)oc2cc(OCC(=O)NCCCN3CCOCC3)c(Cl)cc12
15. Cc1ccc(NS(=O)(=O)c2ccc3nc(-c4ccccc4)[nH]c3c2)c(Cl)c1
16. CC(CCc1ccccc1)NC(=O)c1cc2sccc2n1C (stereo unspecified)
17. Cc1nc2cc(Cl)ccc2n1CCO
18. Cc1ccccc1C(=O)NC1CCN(C(=O)NC2CCCCC2)CC1
19. CCOc1ccc2nc(SCC(=O)c3cccs3)sc2c1
20. CCN1CCN(C(=S)c2ccc(OCC(=O)NCc3ccccc3)cc2)CC1
21. CCN1CCN(c2nc(Nc3cc(OC)ccc3OC)nc(Nc3cc(OC)ccc3OC)n2)CC1
22. Cc1ccc(CNC(=O)CN(c2ccc(C(C)C)cc2)S(=O)(=O)c2c(C)noc2C)cc1
23. CC(=O)N1CCN(c2ccc(NC(=O)/C=C/c3ccccc3)cc2)CC1
24. Cc1ccc(C)c(-c2csc(NC(=O)C3=COCCO3)n2)c1
assay / compound	13	14	15	16	17	18	19	20	21	22	23	24
HP1b binding inh	19%	-5%	41%[activator]	-12%	26%	16%	113%[activator]	-15%	-5%	32%	34%	18%
G9a inh	-37%	3%[59 µM]	5%[59 µM]	?	-11%[59 µM]	11%	?	10µM*	-49%[59 µM]	.	19%[59 µM]	3%[0.501 µM]
JMJD2A Tudor inh	-14%	-17%	1%	-32%	0%	1%	21%	-27%	?	1%	-14%	-25%
BAZ2B inh	-15%	-4%	2%	-35%	11%	8%	11%	-17%	?	3%	-8%	-7%
PI4K2A block	1	6	6	0	4	-3	-3	-10	6	1	3	-1
Tb PGK inh	-5%	9%	-3%	1%	-8%	5%	4%	-9%	13%	-5%	-1%	i
Pin1 inh	-2%	-16%	18%	-6%	-2%	2%	24%	-5%	0%	-8%	-2%	11%
GLS inh	0%	-7%	-5%	?	6%	9%	11%	-5%	-3%	-2%	14%	-12%
ERG-DNA inh	-12%	-4%	1%	-4%	-3%	-5%	18%	-6%	-8%	2%	-10%	10%

25. COc1ccccc1C(=O)NC(CCSC)C(=O)NC1CCCCCC1 (stereo unspecified)
26. O=C(O)c1ccccc1NC(=O)C(Cc1ccccc1)N1C(=O)c2ccccc2C1=O (stereo unspecified)
27. O=C(COC(=O)Cn1cnc2ccccc21)NCc1ccc(F)cc1
28. COc1cccc(/C=C2\SC(=S)N(C(C)C(=O)NC3C=CS(=O)(=O)C3)C2=O)c1 (stereo unspecified)
29. C/C(=N/NS(=O)(=O)c1ccc(Cl)cc1)c1cccc(NC(=O)c2ccc(Cl)cc2Cl)c1
30. CCOC(=O)c1cn(Cc2ccc(Br)cc2)nn1
31. Cc1nn(Cc2ccccc2)c(Cl)c1C(=O)NCc1ccc(C)n1C
32. Cc1nc(N)[nH]c(=O)c1CCCNc1ccc(CCC2(CCl)OCCO2)cc1
assay / compound	25	26	27	28	29	30	31	32
HP1b binding inh	2%	23%	37%[activator]	-19%	-9%	52%[activator]	8%	-10%
G9a inh	-40%	-16%	?	?	54%[59 µM]	6%[59 µM]	?	.
JMJD2A Tudor inh	-31%	-12%	-14%	?	-12%[11.4 µM]	6%	-23%	?
BAZ2B inh	?	-5%	0%	40µM*	?	1%	-28%	.
PI4K2A block	2	-2	-1	-1	-4	-1	-3	-4
Tb PGK inh	-5%	i	i	9%	-5%	-4%	0%	i
Pin1 inh	5%	-12%	-9%	1%	0%	-1%	4%	7%
GLS inh	2%	18%	-3%	29%	62%[activator]	5%	1%	0%
ERG-DNA inh	4%	17%	1%	15%	8%	-14%	-4%	-5%

Entries of single compounds, quoted from the list:
Profile of `CCOC(=O)c1cn(Cc2ccc(Br)cc2)nn1` → HP1b binding inh = 52%[activator]; G9a inh = 6%[59 µM]; JMJD2A Tudor inh = 6%; BAZ2B inh = 1%; PI4K2A block = -1; Tb PGK inh = -4%; Pin1 inh = -1%; GLS inh = 5%; ERG-DNA inh = -14%
Profile of `Cc1nn(Cc2ccccc2)c(Cl)c1C(=O)NCc1ccc(C)n1C` → HP1b binding inh = 8%; G9a inh = ?; JMJD2A Tudor inh = -23%; BAZ2B inh = -28%; PI4K2A block = -3; Tb PGK inh = 0%; Pin1 inh = 4%; GLS inh = 1%; ERG-DNA inh = -4%

New compounds follow
33. CCOc1ccc(-c2nc(CS(=O)(=O)CC(=O)NCc3ccc(F)cc3)c(C)o2)cc1
34. O=C(Nc1ncc(Cc2ccc(SC(F)F)cc2)s1)c1ccccc1
35. CS(=O)(=O)CCC(C(=O)n1nnc2ccccc21)N1C(=O)c2ccccc2C1=O (stereo unspecified)
36. Cc1nc(-c2ccc(C(=O)O)cc2)cs1
37. CCOc1ccc(CCNC(=O)CCS(=O)(=O)c2ccc(C)cc2)cc1OCC
38. CCCCc1ccc(/C=C2\C(=O)ON=C2c2ccccc2)s1
39. COc1cccc(CN(C)c2nc(-c3cccs3)nc3ccccc23)c1
40. COC(=O)C1=C(C)N=C2SCCC(=O)N2C1c1cc(Br)ccc1OC (stereo unspecified)
assay / compound	33	34	35	36	37	38	39	40
HP1b binding inh	18%	25%	34%	10%	4%	31%[activator]	130%[activator]	17%
G9a inh	?	33%[0.501 µM]	-1%[12.7 µM]	18%[59 µM]	8%	21%[59 µM]	-7%[59 µM]	-8%
JMJD2A Tudor inh	-15%	-12%	9%	?	-4%	-11%	72%[activator]	-16%
BAZ2B inh	-6%	-5%	2%	?	-16%	9%	14%	4%
PI4K2A block	-1	-5	3	?	-5	15	9	-5
Tb PGK inh	-3%	-2%	8%	-5%	i	-7%	i	2%
Pin1 inh	13%	5%	-5%	-4%	-3%	-1%	16%	-1%
GLS inh	-1%	-1%	3%	-1%	-7%	6%	-3%	5%
ERG-DNA inh	-4%	-9%	-3%	-4%	-5%	-8%	-1%	3%

High-throughput results (PubChem BioAssay)

Hits appear at their usual frequency; about 11% have a hit in one of these screens.
